BH1578 lux ind: inducers of Vibrio cholerae quorum light production without autoinducers, primary screen, BH1578 luxS cqsA deficient, single point; V. cholerae BH1578 lux reporter, luminescence, 6 h; activation, % at 18.7 µM; 350,000 tested, 0.16% active; in the data active = activation mostly above about 9.7%, no sharp cut-off; also: not every result past the cut was called active; inactives centre near 0; reference of the scale not given here
TcdB inh: TcdB glycohydrolase inhibitors, primary screen, biochemical, single point, plate reader; TcdB glycohydrolase enzymatic assay; inhibition, % at 9.99 µM; 350,000 tested, 0.24% active; AID 652162, 2013; in the data active = inhibition above about 10%
MazF activator: activators of E. coli MazEF toxin-antitoxin RNase, primary screen, biochemical, fluorescence, uHTS. Endoribonuclease toxin MazF (Escherichia coli (strain K12)), P0AE70. FAM/BHQ RNA-DNA oligo cleavage fluorescence, 5 h. activation, % at 20 µM. 350,000 tested, 0.32% active. AID 504720, 2011; in the data active = activation above about 50%
Target sequence (P0AE70 whole entry, looked up): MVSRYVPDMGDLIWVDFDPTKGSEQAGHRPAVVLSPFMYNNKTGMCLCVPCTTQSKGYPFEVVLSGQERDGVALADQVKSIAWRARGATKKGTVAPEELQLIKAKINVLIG
Anthrax LF prot: Bacillus anthracis LF protease inhibitors, primary screen, biochemical, multiplex microsphere, MLPCN library; multiplex microsphere protease cleavage assay; inhibition, % at 10 µM; 360,000 tested, 0.12% active; Lethal factor (Bacillus anthracis), P15917; in the data active = inhibition above about 30%; also: plate controls were buffer without enzyme for full effect and enzyme alone for no effect
PfHsp40 rescue: rescue of yeast from PfHsp40 toxicity, primary screen, S. cerevisiae, ATP luminescence; 340,000 tested, 0.68% active; S. cerevisiae expressing PfHsp40, growth rescue; growth rescue, % at 12.5 µM; in the data active = growth rescue above about 28%, passing the limit was not always enough;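 also: yeast W303a lacking pdr1 and pdr3 grown in galactose medium; growth measured after three days at 30 °C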
Y pestis TopoI: Yersinia pestis topoisomerase I inhibitors, primary screen, biochemical, cleavage product accumulation, plate reader, single point | 360,000 tested, 0.064% active | Y. pestis Topo-I cleavage product accumulation | DNA topoisomerase I (Yersinia pestis CO92) | activity, % at 10 µM; in the data active = activity above about 50%, passing the limit was not always enough; also: inactives centre near 2
VHR inh abs: VHR1 phosphatase inhibitors, primary screen, biochemical, absorbance, uHTS; inhibition, % at 13.3 µM; recombinant VHR phosphatase, pNPP absorbance; AID 1654, 2009; 290,000 tested, 0.52% active; in the data active = inhibition above about 50%; also: some compounds called inactive have numbers as strong as hits
Target sequence (P51452 whole entry, looked up): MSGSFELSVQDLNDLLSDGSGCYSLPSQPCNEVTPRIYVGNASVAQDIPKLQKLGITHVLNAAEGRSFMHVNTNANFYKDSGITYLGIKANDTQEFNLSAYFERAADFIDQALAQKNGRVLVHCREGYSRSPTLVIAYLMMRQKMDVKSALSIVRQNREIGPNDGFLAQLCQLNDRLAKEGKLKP
Rv3671c inh: Rv3671c serine protease inhibitors, primary screen, biochemical, fluorescence polarization, M. tuberculosis H37Rv; P9WHR9; inhibition, % at 5.96 µM; 320,000 tested, 0.048% active; in the data active = inhibition above about 38%;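 also: extracellular domain of Rv3671c used as enzyme; 0% = enzyme with DMSO and 100% = no enzyme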
Target sequence (P9WHR9 whole entry, looked up, the tested form may be a part): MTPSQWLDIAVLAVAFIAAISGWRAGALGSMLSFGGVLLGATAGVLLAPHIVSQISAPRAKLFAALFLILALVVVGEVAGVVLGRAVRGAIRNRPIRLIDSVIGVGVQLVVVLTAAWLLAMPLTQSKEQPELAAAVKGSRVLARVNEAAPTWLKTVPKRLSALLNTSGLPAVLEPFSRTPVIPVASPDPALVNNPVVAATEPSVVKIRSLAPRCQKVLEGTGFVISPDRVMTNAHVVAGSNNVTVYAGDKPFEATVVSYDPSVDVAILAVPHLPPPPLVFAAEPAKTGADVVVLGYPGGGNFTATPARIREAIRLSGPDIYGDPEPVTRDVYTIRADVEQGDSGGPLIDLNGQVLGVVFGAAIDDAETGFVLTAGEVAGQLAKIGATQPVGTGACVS
SSB-PriA inh: inhibitors of Klebsiella pneumoniae PriA binding to SSB C-terminal tail, primary screen, biochemical, AlphaScreen; inhibition, % at 33 µM; AlphaScreen SSBct-PriA binding, biotinylated peptide; 430,000 tested, 0.6% active; in the data active = inhibition mostly above about 37%, no sharp cut-off; inactive = mostly below about 20%;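 also: plate controls were negative control peptide for no effect and reference peptide for full effect; strong numbers were not always called active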
SARS 3CLpro inh: SARS-CoV 3CLpro protease inhibitors, primary screen, biochemical, quenched FRET; inhibition, % at 6 µM; recombinant SARS-CoV 3CLpro, quenched FRET peptide cleavage; 290,000 tested, 0.14% active; AID 1706, 2009; in the data active = inhibition above about 12%
Numbers without * were called inactive; i = inactive; · = not tested or not shown. Not all compounds are listed, so the mix of outcomes need not match the whole.

SMILES | BH1578 lux ind | TcdB inh | MazF activator | Anthrax LF prot | PfHsp40 rescue | Y pestis TopoI | VHR inh abs | Rv3671c inh | SSB-PriA inh | SARS 3CLpro inh
CCOc1ccc(-c2cc(C(=O)Nc3ccc(C)c(NS(C)(=O)=O)c3)[nH]n2)c(C)c1 | -9.5 | -1.0 | · | -11 | · | 10 | · | · | · | ·
COc1ccc(S(=O)(=O)N2CCCC2CNC(=O)C(=O)Nc2ccc(C)cc2)cc1 (stereo unspecified) | -0.2 | -0.5 | -5 | · | -0.4 | 8 | · | -1 | -2 | ·
Cc1ccc(S(=O)(=O)n2nccc2-c2c(-c3ccc(Cl)cc3)noc2C)cc1 | -0.3 | 0.9 | -3 | · | -0.8 | 14 | 10 | 0 | 2 | 2
O=C(Nc1ccccc1)c1ccccc1CSc1ccccc1 | i | 0.9 | -3 | -10 | 1.8 | 2 | · | -5 | -4 | ·
O=C(NCc1cccnc1)/C(=C\c1ccc(-c2ccc(Cl)c(Cl)c2)o1)S(=O)(=O)c1ccccc1 | -0.5 | 1.3 | 1 | 2 | -0.5 | 18 | 23 | -107 | -10 | -6
O=c1c2ccccc2[nH]c(=S)n1Cc1cccs1 | 0.8 | 0.3 | 10 | 0 | 1.2 | -2 | -14 | -17 | 4 | -2
CCN(C(=O)CSc1ncn[nH]1)C1CCCCC1 | -0.5 | · | 2 | 0 | -0.4 | -2 | 2 | -2 | 10 | 5
COc1cc(C(=O)Nc2ccc3nc4n(c(=O)c3c2)CCCCC4)cc(OC)c1OC | -0.3 | -1.7 | 16 | 4 | 0.4 | 8 | 19 | 4 | 3 | -2
O=C(CCCc1nc(-c2ccccc2Cl)no1)NC1CCCCC1 | -0.4 | · | -10 | 0 | 0.3 | 7 | 0 | 8 | -14 | 0
COC(=O)[C@@]1(Cc2ccc(F)cc2)[C@H]2c3cc(C(=O)N4CCCC4)n(CCO)c3C[C@H]2CN1C(=O)c1ccccc1 | · | 0.5 | 4 | · | · | · | 9 | -7 | 9 | 1
COc1ccc(CNC(=O)CN(C(=O)c2csnn2)c2ccc3c(c2)OCCO3)cc1 | -0.2 | 1.1 | 6 | 1 | 0.6 | -5 | 34 | 0 | -3 | -2
O=C(Cn1nnc(-c2cccc(C(F)(F)F)c2)n1)N1CCOCC1 | -0.2 | 0.6 | -2 | -4 | 0.3 | 3 | 12 | 3 | -2 | -3
CCOC(=O)C1CC(=O)c2ccccc2C1c1ccccc1 (stereo unspecified) | -0.8 | 0.6 | 4 | -4 | -1.2 | 11 | · | · | -16 | ·
CCCS(=O)(=O)N1CCN(C(=O)c2cccs2)CC1 | -1.6 | · | -2 | -4 | -0.3 | 4 | 17 | -5 | -2 | -2
O=C(c1ccc(F)cc1)N1CCN(C2CCCCC2)CC1 | 1.2 | 0.7 | -4 | -8 | 0.2 | -2 | 30 | · | -6 | -3
C(=C\c1ccccc1)/C=N/N1CCN(Cc2ccccc2)CC1 | -0.2 | 0.2 | 3 | 0 | 1.1 | -4 | 18 | -1 | · | -3
CCn1cnc2c(Nc3cc(F)cc(F)c3)nc(C#N)nc21 | -8.3 | -0.5 | -9 | -4 | 0.8 | 3 | · | -13 | -16 | ·
COC(=O)N1CCCCC1c1cc(C(=O)Nc2cccc3c2CCCC3)no1 (stereo unspecified) | -0.4 | 0.4 | · | 8 | · | 35 | · | · | · | ·
O=C(COc1ccc(/C=N/NC(=O)CSCc2ccc([N+](=O)[O-])cc2)cc1)NCc1ccco1 | -0.4 | 0.0 | 6 | -1 | -1.5 | 17 | -2 | -7 | · | 3
Cc1ccc(-c2csc(N3C(=N)SCC3=O)n2)cc1 | · | 0.5 | -3 | · | · | · | -24 | -4 | -7 | -1
O=C(O)/C=C\c1cc2c(cc1[N+](=O)[O-])OCO2 | i | -0.5 | 3 | -7 | 0.2 | -9 | 17 | 0 | -3 | 2
C=CCC[C@@H](Cc1ccc(F)cc1)C(=O)OC[C@@H]1CCCN1C(=O)[C@@H](CC=C)CC(=O)N(CCO)Cc1ccccc1 | -0.7 | 1.7 | -2 | -6 | 23 | -11 | · | -1 | -13 | ·
COC(=O)C1=C(C)NC2=C(C(=O)CC(C)(C)C2)C1c1cnn(C)c1C (stereo unspecified) | -0.2 | 1.0 | 3 | -2 | 0.4 | 1 | 5 | 6 | -10 | 1
COc1ccccc1NC(=S)N1CCCCCC1 | 0.7 | 1.3 | -1 | 2 | -0.4 | -1 | 6 | 7 | -2 | -2
COC(=O)CN1C(=O)C(C)(C)Oc2ccc(C(=O)Nc3ccccc3F)cc21 | -1.2 | 1.0 | -23 | 29 | 0.3 | -5 | 16 | -2 | -4 | -4
CCCOc1cccc(C2/C(=C(/O)c3ccc(OC)cc3)C(=O)C(=O)N2CCN(C)C)c1 (stereo unspecified) | 18 | · | -2 | -5 | 1.3 | 2 | 19 | -3 | · | -1
COc1ccc2c(c1)OC[C@H]1[C@H]2N2C(=O)CN(CC3CCCO3)C(=O)[C@@]2(C)[C@H]1c1ccccc1 (stereo partly specified) | -0.3 | 2.5 | 6 | 7 | -1.2 | 23 | · | 2 | -14 | ·
CC(=O)c1sc2c(c1OC(=O)c1ccc(Cl)cc1Cl)c(=O)n(-c1ccccc1)c(=S)n2-c1ccccc1 | -1.2 | -0.2 | 3 | -3 | 0.0 | -6 | 9 | -6 | -11 | 2
COc1ccc(S(=O)(=O)N(CC(=O)O)c2ccccc2)cc1 | -0.4 | 1.5 | -19 | 0 | 0.6 | -4 | 3 | -1 | 0 | -5
O=C1c2ccccc2C(=O)N1c1cccc2ccccc12 | i | 0.2 | 0 | · | -0.8 | 2 | 1 | 5 | -6 | -4
Cc1ccc(C)c(NC(=O)Cn2nc(C)c3ccccc3c2=O)c1 | -0.3 | · | -18 | -6 | -1.5 | 9 | 8 | 1 | 2 | ·
Cc1nc(SCC(=O)c2ccc(F)cc2)n[nH]1 | -0.2 | · | 5 | 0 | 0.0 | 2 | 7 | 0 | -4 | 7
COc1ccc(N=C2S/C(=C\c3cccs3)C(=O)N2CC(C)C)cc1 | i | · | -1 | 3 | -0.9 | 4 | 7 | 0 | 14 | -8
CC(=O)c1c(OC(=O)c2ccco2)c2ccccc2n1C | i | · | 2 | 0 | 1.0 | 6 | 6 | 74* | -2 | 13*
Cc1cccc(C)c1OCC(=O)NCc1nnc(SCC(=O)NC2CCCCC2)n1C | 3.6 | · | 4 | -5 | 1.6 | 9 | 23 | 3 | -3 | -3
COc1ccc(CCCCCCOCc2ccccc2)cc1 | -0.4 | 0.7 | 4 | -3 | 1.7 | 25 | · | -5 | -32 | ·
CCc1ccc(C(=O)CN(C#N)c2nc(C)cc(C)n2)cc1 | i | 1.2 | -11 | -2 | -0.3 | 13 | 36 | -10 | 2 | -2
Cc1ccn2c(NCc3ccc4c(c3)OCO4)c(-c3ccc(O)cc3)nc2c1 | -1.7 | 1.5 | 3 | -4 | 0.7 | 3 | 18 | 5 | -7 | -3
CC1CC(C)CN(C(=O)COC(=O)c2ccc([N+](=O)[O-])o2)C1 (stereo unspecified) | i | 1.0 | 8 | -1 | 1.1 | 2 | · | -17 | -20 | ·
Cc1ccc(S(=O)(=O)NCC(=O)N2CCCCC2)cc1 | -0.1 | 0.2 | 1 | 2 | 1.6 | 5 | 34 | -5 | -21 | 1
Cc1nc(-c2ccccc2)sc1C1(C)CC(c2cccc(F)c2)=NO1 (stereo unspecified) | i | 0.1 | 0 | -8 | 0.1 | 16 | · | 9 | 3 | ·
COc1ccc(CC(=O)Nc2ccc(S(=O)(=O)N3CCCCC3)cc2)cc1OC | i | -0.1 | -5 | 4 | -1.2 | 20 | -17 | -10 | 10 | 1
Cc1[nH]n(-c2ccccc2)c(=O)c1C(c1cccc([N+](=O)[O-])c1)c1c(C)[nH]n(-c2ccccc2)c1=O | 0.6 | -0.7 | 1 | -2 | 0.7 | 3 | 4 | -50 | 22 | -1
COc1ccccc1C(CNC(=O)c1ccc(NS(=O)(=O)c2ccc(F)c(C)c2)cc1)N(C)C (stereo unspecified) | -0.3 | 0.5 | -12 | 2 | 0.8 | -8 | 2 | 0 | 2 | 0
NNC(=O)Cc1csc(-c2ccccc2)n1 | -0.4 | 0.4 | 0 | -9 | -0.4 | 20 | 27 | -4 | 2 | 0
O=C(O)CNC(=O)CC12CC3CC(CC(C3)C1)C2 | 4.5 | · | 0 | 1 | -0.9 | 4 | -4 | -12 | -5 | 6
Nc1c(NC=O)c(=O)n(Cc2ccccc2)c(=O)n1Cc1ccccc1 | -0.3 | 0.7 | 11 | -8 | 0.2 | -3 | · | -3 | -21 | ·
COc1cccc(-c2ccc3c(c2)C2CC3CCN2C(=O)c2ccc(Cl)cc2)c1 (stereo unspecified) | -0.8 | -0.4 | -7 | -2 | 0.1 | 42 | · | · | -7 | ·
O=C(CSc1nnc(C2CC2)n1C1CC1)c1ccc(Br)s1 | i | 5.2 | 0 | -6 | -0.7 | 6 | · | 0 | -1 | ·
N/C(=N\S(=O)(=O)c1cc(C(F)(F)F)cc(C(F)(F)F)c1)c1ccccc1 | i | -0.5 | 4 | · | 1.9 | 16 | 10 | 1 | · | 3
O=C(N/N=C/c1cn(-c2ccccc2)nc1-c1cccs1)c1ccccc1F | -0.7 | · | 12 | 6 | 201* | 1 | -5 | -12 | · | -3
CC1Cc2ccccc2N1C(=O)CN1CCCCC1 (stereo unspecified) | i | -0.3 | 2 | -7 | 0.2 | 5 | 13 | -5 | -6 | 0
CCOc1ccc(C(C)=O)cc1COc1ccc(-c2nnco2)cc1 | i | 0.8 | -2 | 1 | 0.4 | 20 | 1 | -2 | -4 | -1
CCc1ccc(N(C(=O)Cn2nnc(-c3ccccc3)n2)C(C(=O)NC2CCCCC2)c2ccccn2)cc1 (stereo unspecified) | -1.3 | · | 0 | 1 | -0.4 | -1 | -5 | 3 | -16 | -2
CCOC(=O)N1CCN(C(=O)CN(c2ccccc2)S(C)(=O)=O)CC1 | -0.3 | 0.0 | 3 | -7 | 0.2 | -11 | 1 | -1 | -4 | 4
COc1ccc(C(=O)c2ccc(C)cc2)c(OC)c1OC | i | 1.3 | 7 | 1 | -0.4 | 4 | · | · | -14 | ·
O=C1/C(=C/c2ccc([N+](=O)[O-])cc2)CCC1C1CCCC1 (stereo unspecified) | i | 0.7 | -18 | 4 | -0.1 | 1 | · | -5 | 17 | 2
Cc1c(C(=O)N2CCC[C@H]2CO)oc2c(F)cccc12 | -0.3 | 0.6 | -27 | -8 | -0.4 | -2 | -7 | -2 | -18 | -3
O=[N+]([O-])c1cccc2c(S(=O)(=O)N3CCCCC3)cccc12 | i | 2.7 | 14 | -20 | 7.5 | 17 | 26 | -8 | 20 | -2
